Screening results deposited in PubChem by several laboratories.
MrgX1 agonist: agonists of human MrgX1 receptor, primary screen, HEK293 cells, Fluo-4 calcium flux | Fluo-4 calcium fluorescence, agonist mode; hits give high values | B-score at 10 µM | 0.44% of 310,000 active;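 active = calcium response B-score plate-corrected fluorescence ratio at least 3 library SD, with starting fluorescence B-score inside 5 SD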
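Assay system: MrgX1-expressing HEK293 cells / Amount: fifteen thousand cells per well / Doses: test compound in the initial addition of three / Timing: cells plated overnight, dye loaded 0.5 h 37 °C, 0.5 h room temperature / Technique: kinetic calcium dye fluorescence, Fluo-4 NW / Control set: positive and negative controls per plate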
SKKanGAS inh: S. pyogenes SKKanGAS growth inhibitors in kanamycin, primary screen, streptokinase expression inhibitor project, SKKanGAS strain, BacTiter-Glo luminescence; 6 h; inhibition, % at 7.5 µM; 1.3% of 300,000 active; AID 1662, 2009;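 active = mean replicate score, as percent of positive control median, at least 50; inconclusive = mean below 50 but one replicate at or above 50; inactive = mean and every replicate below 50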;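 also: strain carries kanamycin resistance gene driven by streptokinase promoter and grows in 40 µg/ml kanamycin; loss of luminescence reflects streptokinase promoter inhibition or plain growth inhibition; 0% = median of DMSO wells and 100% = positive control at its reference dose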
TRPC6 act: mouse TRPC6 channel activators, primary screen, cell-based, HEK293, membrane potential dye; AID 2550, 2010; B-score at 10 µM; HEK293-TRPC6 membrane potential dye fluorescence; hits give high values; 0.13% of 310,000 active; Short transient receptor potential channel 6 (Mus musculus), Q61143;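 active = B-score of the integrated fluorescence ratio above library mean plus 3 SD, and starting fluorescence ratio within library mean plus 5 SD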;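 also: higher score means more depolarization so channel activation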
Target sequence (Q61143 whole entry, looked up): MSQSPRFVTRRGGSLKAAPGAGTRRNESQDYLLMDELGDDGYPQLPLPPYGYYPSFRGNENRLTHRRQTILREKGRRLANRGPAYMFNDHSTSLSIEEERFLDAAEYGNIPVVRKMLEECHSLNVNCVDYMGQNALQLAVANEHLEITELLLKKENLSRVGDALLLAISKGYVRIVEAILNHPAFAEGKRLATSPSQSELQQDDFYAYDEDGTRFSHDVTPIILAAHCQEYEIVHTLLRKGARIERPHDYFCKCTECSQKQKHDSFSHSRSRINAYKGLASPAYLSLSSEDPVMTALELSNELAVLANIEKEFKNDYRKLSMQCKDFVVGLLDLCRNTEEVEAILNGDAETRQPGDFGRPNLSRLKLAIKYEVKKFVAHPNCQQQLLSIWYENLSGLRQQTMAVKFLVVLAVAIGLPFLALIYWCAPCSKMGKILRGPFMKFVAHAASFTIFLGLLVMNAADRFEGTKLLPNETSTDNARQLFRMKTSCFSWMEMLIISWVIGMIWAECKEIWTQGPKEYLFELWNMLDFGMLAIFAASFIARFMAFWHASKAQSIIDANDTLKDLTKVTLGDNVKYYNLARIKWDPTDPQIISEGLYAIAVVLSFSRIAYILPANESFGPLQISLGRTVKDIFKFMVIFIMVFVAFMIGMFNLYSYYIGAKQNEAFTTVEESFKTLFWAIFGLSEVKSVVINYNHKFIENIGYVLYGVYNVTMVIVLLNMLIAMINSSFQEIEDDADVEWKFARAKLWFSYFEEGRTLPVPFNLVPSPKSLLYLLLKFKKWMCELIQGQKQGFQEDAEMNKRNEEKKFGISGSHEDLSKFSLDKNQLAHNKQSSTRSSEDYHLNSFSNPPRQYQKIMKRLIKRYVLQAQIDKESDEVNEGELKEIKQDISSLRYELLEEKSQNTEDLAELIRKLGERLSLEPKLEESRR
HIF act: HIF pathway transcriptional activators, primary screen, cell-based, U2OS HRE-luciferase, luminescence | U2OS HRE-luciferase reporter; normalized: DMSO 0%, desferrioxamine 100% | activation, % at 7.5 µM (by protocol) | 0.32% of 300,000 active | AID 1910, 2009;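 active = mean activation of at least 10% of the iron chelator positive control signal, with at least half of replicates also reaching 10%; inconclusive = mean and replicate majority disagree about reaching 10%; inactive = mean and most replicates under 10%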
TRPC6 inhibitor: mouse TRPC6 channel inhibitors, primary screen, cell-based, HEK293, membrane potential dye; Short transient receptor potential channel 6 (Mus musculus), Q61143; B-score at 10 µM; ACh-evoked depolarization; hits give low values; 1.1% of 310,000 active;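 active = B-score under library mean minus 3 SD, initial fluorescence not abnormally high, positive integrated signal ratio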;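 also: B-score derived from integrated fluorescence ratio over the kinetic read; more negative B-score means stronger inhibition of depolarization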
TRPC4 block: inhibitors of mouse TRPC4 channel, primary screen, Fluo4 calcium, HEK293 TRPC4beta/mu-opioid cells | DAMGO-evoked Fluo4 calcium flux; hits give low values | 0.39% of 300,000 active | B-score at 10 µM | Short transient receptor potential channel 4 (Mus musculus), Q9QUQ5 | AID 2247, 2010;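 active = B-score over 3 SD under the library average, no early fluorescence shift, positive overall ratio signal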
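Test system – stable TRPC4beta/mu-opioid receptor HEK293 cells · Probe or stimulus – DAMGO, a submaximal dose followed by a maximal one · Dosing – one concentration per compound · Signal – Fluo4 calcium fluorescence by kinetic imaging, 5 s 1 Hz baseline · Evaluation – per-well B score of integrated baseline-normalized Fluo4 ratio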
MrgX1 antagonist: antagonists of human MrgX1 receptor, primary screen, HEK293 cells, Fluo-4 calcium flux | BAM8-22 antagonism; hits give low values | B-score at 10 µM | 1.3% of 310,000 active | Mas-related G-protein coupled receptor member X1 (Homo sapiens), Q96LB2;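 active = calcium-response B-score plate-corrected more than 3 library SD below zero, starting fluorescence within 5 deviations, no agonist response on first addition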;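 also: peak minus trough fluorescence over baseline after final BAM8-22 challenge near maximal dose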
MrgX1 PAM: positive allosteric modulators of MrgX1, primary screen, HEK293 cells, Fluo-4 calcium flux; AID 588675, 2011; 0.63% of 310,000 active; FDSS; hits give high values; B-score at 10 µM; Mas-related G-protein coupled receptor member X1 (Homo sapiens), Q96LB2;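 active = plate-corrected calcium response at least 3 library SD above typical, normal starting fluorescence, not activating the receptor alone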;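 also: compound read alongside a low EC10 to EC30 dose of BAM8-22 agonist; peak minus trough fluorescence over baseline measured at the second addition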
Platelet DG rel: inhibitors of platelet dense granule secretion, primary screen, cell-based, MLPCN, human platelets; human platelet-rich plasma, SFLLRN dense granule ATP release, luminescence; inhibition, %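 (compounds screened at 7.5 µM in platelet-rich plasma)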; 0.22% of 300,000 active; AID 1663, 2009;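 active = mean replicate score, as percent of positive control, at or above 50; inconclusive = mean below 50 but at least one replicate at or above 50; inactive = mean and every replicate below 50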
RGS4 act: RGS4 potentiators or activators, primary screen, cell-based, HEK293 M3R inducible RGS4, calcium flux. carbachol calcium flux Fluo4; hits give low values. B-score at 10 µM. 0.92% of 310,000 active;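 active = B-score of the integrated calcium signal more than 4 SD below the library mean, with starting fluorescence not abnormally high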;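 also: negative B-score means reduced calcium response which marks RGS4 activation or potentiation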
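Reagent: ECmax carbachol challenge; Test system: M3R-expressing HEK293 line, RGS4 induced by doxycycline; Schedule: overnight RGS4 induction, 30 min dye load 37 °C, 20 min compound RT; Detection: calcium dye Fluo4 fluorescence; Read-out: Agonist-evoked peak-minus-minimum fluorescence over baseline, integrated ratio, B score.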
RGS4 inh: RGS4 inhibitors, primary screen, cell-based, HEK293 M3R inducible RGS4, calcium flux; B-score at 10 µM; Fluo-4 calcium flux; hits give high values; triggered by carbachol at its EC20; Regulator of G-protein signaling 4 (Homo sapiens), P49798; 0.45% of 310,000 active;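 active = B-score, a plate-corrected calcium signal, over three deviations above library mean, with baseline fluorescence within five deviations of library mean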;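 also: RGS4 expression induced by doxycycline in cells with stable M3 receptor; B-score is computed from the integrated fluorescence ratio over baseline after carbachol; higher B-score means a larger calcium signal and so more RGS4 inhibition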
The depositor's hits bear a star; i = inactive; ? = inconclusive; . = not tested or not shown.

SMILES | MrgX1 agonist | SKKanGAS inh | TRPC6 act | HIF act | TRPC6 inhibitor | TRPC4 block | MrgX1 antagonist | MrgX1 PAM | Platelet DG rel | RGS4 act | RGS4 inh
CCc1ccc(NC(=O)C2CCCN(S(=O)(=O)c3ccc4[nH]c(=O)ccc4c3)C2)cc1 (stereo not drawn) | i | -14 | i | -2.2 | i | i | i | i | 0 | i | i
COc1ccc(CNC(=O)CN(C)Cc2ccc(SC)cc2)cc1 | i | -6 | i | -1.8 | i | i | i | i | -5 | i | i
CCCCOCC(O)CN1CCN(C(C)=O)CC1 (stereo not drawn) | i | -1 | i | -0.1 | i | i | i | i | 1 | i | i
CC1CCN(S(=O)(=O)c2ccc(NC(=O)Cn3nnc(-c4ccccc4F)n3)cc2)CC1 | i | 8 | i | -0.6 | i | i | i | i | 7 | i | i
Cc1ccccc1N1CCN(C2CCCN(C(=O)c3snnc3C)C2)CC1 (stereo not drawn) | i | -1 | i | 0.9 | i | i | i | i | 7 | i | i
Cc1nc(C(=O)NNC(=O)c2ccc(Cl)cc2)c(C(F)(F)F)o1 | i | -2 | i | -0.2 | i | i | i | i | 16 | i | i
COc1ccc(NC(=O)CCC(=O)c2cccs2)cc1S(=O)(=O)Nc1ccccc1Cl | i | -9 | i | -0.7 | i | i | i | i | 3 | i | i
COc1ccc(-c2cn3c(C)c(C(=O)N4CCCc5ccccc54)sc3n2)cc1 | i | 35 | i | 0.3 | i | i | i | 8* | 2 | i | i
COC(=O)c1cc2ccsc2n1Cc1nc(-c2cccc(Cl)c2)oc1C | i | 8 | i | -0.3 | i | i | i | i | 15 | i | i
CCOC(=O)c1sc(NC(=O)CS(=O)(=O)c2ccc(C)cc2)nc1C | i | 8 | i | -0.9 | i | i | i | i | -10 | i | i
O=S(=O)(NC1Cc2ccccc2C1)c1ccccc1 | i | 3 | i | -0.1 | i | i | i | i | -1 | i | i
CCOC(=O)C(NC(=O)Cc1ccccc1)(Nc1cc(C)on1)C(F)(F)F (stereo not drawn) | i | 3 | i | -0.3 | i | i | i | i | 9 | i | i
COc1ccc(CNS(=O)(=O)c2ccc3oc(C(=O)O)c(C)c3c2)cc1 | i | -2 | i | -0.8 | i | . | i | i | 3 | i | i
CCOC(=O)CNC(=O)CSc1ncnc2c1nnn2-c1ccc(F)cc1 | i | -4 | i | -0.6 | i | i | i | i | 4 | i | i
CCOc1ccc(S(=O)(=O)NCCC(=O)N(C)CC(=O)Nc2ccc(N3CCOCC3)cc2)cc1 | i | -4 | i | -0.6 | i | i | i | i | 0 | i | i
COc1ccccc1NC(=O)C1CCCN(c2cnccn2)C1 (stereo not drawn) | i | 2 | i | -0.4 | i | i | i | i | 1 | i | i
O=C(COC(=O)C1CCCC1)NCc1ccc(Cl)cc1 | i | 6 | i | -0.6 | i | i | i | i | -1 | i | i
O=c1c2ccccc2cnn1-c1ccc(Br)cc1 | i | -2 | i | 1.1 | i | i | i | i | 12 | i | i
Cc1ccc2[nH]c(-c3ccccc3)c(CN3CCOCC3)c(=O)c2c1 | i | -4 | i | 0.4 | i | i | i | i | 7 | i | i
Cc1cc(=O)[nH]c(-c2ccc(Cl)cc2)n1 | i | 1 | i | -0.7 | i | i | i | i | 1 | i | i
Cc1cc(Cl)nc(NC(=O)Nc2cccc(Cl)c2)n1 | i | 0 | i | 1.8 | i | i | i | i | 15 | i | i
COc1ccc(CNC(=O)COc2cc3c(c4oc(=O)cc(C)c24)CCC(C)(C)O3)cc1OC | i | 5 | i | 0.0 | i | i | -4.7* | i | -1 | i | i
Cc1noc(C)c1COc1ccc(C(=O)N2CCN(c3ccccn3)CC2)cc1 | i | 0 | i | 0.1 | i | i | i | i | -21 | i | i
N#CC(Cc1ccccc1OC(F)F)c1nc2ccccc2[nH]1 (stereo not drawn) | i | 1 | i | -2.0 | i | i | i | i | -14 | i | i
CC1CC(C)CN(C(=O)CSc2nnc(-c3ccc(F)cc3)o2)C1 (stereo not drawn) | i | -10 | i | -0.1 | i | i | i | i | 4 | i | i
CCCOc1cccc(C(=O)Nc2ccc(CN3CCOCC3)cc2)c1 | i | -2 | i | -0.6 | i | i | i | i | -1 | i | i
C[C@@H]1CCC2[C@](C)(CO)[C@@H](O)CC[C@]2(C)[C@@]12C[C@](CO)(CC(=O)O)CO2 (stereo partly drawn) | i | -3 | i | 0.9 | i | i | i | i | 0 | i | i
COc1ccc(C(=O)NCc2nnc(SCC(=O)Nc3cc(C)on3)o2)cc1OC | i | 2 | i | -0.8 | i | i | i | i | 2 | i | i
COc1ccc(CC(=O)NNC(=O)c2ccccn2)cc1 | i | -1 | i | 0.4 | i | i | i | i | 5 | i | i
Cc1c(C(=O)N2CCCCC2)c(S(=O)(=O)N2CCC(C)CC2)c(C)n1C | i | -1 | i | 0.6 | i | i | i | i | -4 | i | i
COc1ccc(CC(=O)NNC(=O)c2cccs2)cc1OC | i | -13 | i | 0.7 | i | i | i | i | -4 | i | i
CNC(=O)CN(c1cc(C)ccc1OC)S(=O)(=O)c1ccc(C)cc1 | i | 3 | i | -0.2 | i | i | i | i | 12 | i | i
CC1(c2nnc(-c3ccc(F)cc3)o2)CC(c2ccc([N+](=O)[O-])cc2)=NO1 (stereo not drawn) | i | 1 | i | 1.2 | i | i | i | i | 1 | i | i
O=C(O)C1CCC(CNS(=O)(=O)c2ccccc2)CC1 (stereo not drawn) | i | -1 | i | -0.8 | i | i | i | i | -5 | i | i
O=C(NC1CC2CCCC(C1)N2C(=S)NCCc1ccccc1)C1CC1 (stereo not drawn) | i | 2 | i | 0.5 | i | i | i | i | -2 | i | i
CSc1ccc(CN2CCC(N3CC(C)OC(C)C3)CC2)cc1 (stereo not drawn) | i | 1 | i | 0.4 | i | i | i | i | -2 | i | i
COc1ccc(S(=O)(=O)NCc2ccc(C)cc2)cc1 | i | 6 | i | -0.1 | i | i | i | i | 5 | i | i
O/N=C/c1ccc2cccc(OCc3ccccc3)c2n1 | i | -3 | i | 0.8 | i | i | i | i | -3 | i | i
CCSc1nc2c(c(=O)n1-c1ccc(F)cc1)SCC2 | i | 12 | i | -0.7 | i | i | i | i | 0 | i | i
COCCCNC(=O)c1ccc(-c2csc(C)n2)cc1 | i | -2 | i | 2.6 | i | i | i | i | -2 | i | i
CC1CCN(S(=O)(=O)c2ccc(NC(=O)N3c4ccccc4Sc4ccccc43)cc2)CC1 | i | 7 | i | -3.1 | i | i | i | i | 4 | i | i
CCOC(=O)C(NS(=O)(=O)c1ccc(Br)cc1)C(C)C (stereo not drawn) | i | 2 | i | -0.6 | i | i | i | i | -2 | i | i
CCc1ccccc1S(=O)(=O)Cc1ccc(C(=O)NC(C)C)o1 | i | -13 | i | 0.2 | i | i | i | i | 0 | i | i
CC(C)(C)OC(=O)N[C@@H](Cc1ccccc1)c1nnc(S(=O)(=O)Cc2cccc(F)c2)o1 | i | ? | i | -1.8 | i | i | i | i | 16 | i | i
Cc1sc2ncn(CC(=O)NCCCC(=O)N3CCN(Cc4ccc5c(c4)OCO5)CC3)c(=O)c2c1C | i | 0 | i | -0.3 | i | i | i | i | -2 | i | i
O=C(O)c1ccc2nnn(O)c2c1 | i | -10 | i | 0.2 | i | i | i | i | 0 | i | i
O=C(Nc1ccc(N2C(=O)C3C4C=CC(C4)C3C2=O)cc1Cl)c1cccs1 (stereo not drawn) | i | 1 | i | 1.4 | i | . | i | i | -2 | i | i
Cc1cc2oc(C(=O)N(Cc3ccccc3)C3CCS(=O)(=O)C3)c(C)c2cc1C (stereo not drawn) | i | 0 | i | -0.7 | i | i | i | i | -5 | i | i
CSc1ncc(CN2CCCC(C(=O)c3ccc(C(C)(C)C)cc3)C2)cn1 (stereo not drawn) | i | 6 | i | 1.5 | i | i | i | i | 8 | i | i
O=C(c1ccc(N2CCCCS2(=O)=O)cc1)N1CCN(c2ccccc2F)CC1 | i | 13 | i | 0.8 | i | i | i | i | 5 | i | i
CC(CCN1CCN(c2ccc(F)cc2)CC1)c1ccccc1 (stereo not drawn) | i | 6 | i | -15 | i | i | i | i | -8 | i | i
N=c1sccn1CC(=O)Nc1cc(Cl)ccc1Oc1ccccc1 | i | 7 | i | 0.1 | -9.6* | i | i | i | . | i | i
C=CCNC(=O)c1sccc1Oc1ccc(F)cc1[N+](=O)[O-] | i | -11 | i | 0.2 | i | i | i | i | -1 | i | i
COC(=O)c1ccc(CNC(=O)c2ccc(COc3ccccc3)cc2)cc1 | i | 4 | i | -1.0 | i | i | i | i | 3 | i | i
Cc1cc(C)cc(OC(=O)CS(=O)c2ccc(C(F)(F)F)cc2[N+](=O)[O-])c1 (stereo not drawn) | i | 11 | i | 1.8 | i | i | i | i | -8 | i | i
Cc1ccc(CN(C(=O)c2cc3ccccc3oc2=O)C2CCS(=O)(=O)C2)cc1 (stereo not drawn) | i | 1 | i | 2.1 | i | i | i | i | 6 | i | i
NC(=O)N/N=C/c1ccccc1OCc1cccc2ccccc12 | i | -9 | i | 0.2 | i | i | i | i | -5 | i | i
CC(=O)Cn1cnc2scc(-c3ccc(C)c(C)c3)c2c1=O | i | 8 | i | -30 | i | i | i | i | -11 | i | i

An unsorted share of the library; about 6.1% have a hit in one of these screens.
